High-throughput results from PubChem BioAssay.
mHTT-CaM PPI inh – mHTT-calmodulin interaction abrogation. AlphaScreen His-mHTT/GST-CaM binding, luminescence. inhibition, % at 15 µM. actives 3.6% (n = 190,000);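 also: 0% = both proteins with DMSO and 100% = one protein alone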
Pf apPOL inh – Pf-apPOL DNA polymerase inhibition; Recombinant Pf-apPOL, molecular beacon fluorescence, 1.5 h; inhibition, % at 10 µM; actives 0.25% (n = 210,000); AID 1794808
The depositor's hits bear a star; . = no result given; & = joins results of further samples. Rule as the data show it: active = inhibition above about 50%; inactive = the rest.

SMILES	mHTT-CaM PPI inh	Pf apPOL inh
Cc1cccc(CNC(=O)C2CCCN(C(=O)c3ccccc3F)C2)c1 (stereo unspecified)	27.2	-3.0
O=c1oc2ccc(Br)cc2cc1-c1csc(-c2ccccc2)n1	-1.0	-4.8
N#CC1=C(N)OC2=C(C(=O)CCC2)C1c1ccc(-c2ccccc2)cc1 (stereo unspecified)	9.4	-10.5
Cc1ccc(S(=O)(=O)Nc2ccc(Br)cc2C)cc1	-14.8	7.1
CC(=O)Oc1ccc2oc(-c3ccccc3)c(C(=O)O)c2c1	-6.1	1.3
Cc1cn(CCC(=O)Nc2nn(C)c3cccc(F)c23)c2ccccc12	.	-4.3
CCCc1ccc(OCC(O)CN2CCN(c3ccc(OC)cc3)CC2)cc1 (stereo unspecified)	60.9*	0.7
COc1cccc(C(=O)N2CCC(n3c(C4CCCC4)nc4cccnc43)C2)c1 (stereo unspecified)	17.1	-2.3
CC1=NS(=O)(=O)N(C)C=C1C(=O)OCc1c(F)cccc1Cl	-13.3	-4.1
O=S(=O)(NCCO)c1ccc2c(c1)Cc1cc(S(=O)(=O)NCCO)ccc1-2	3.0	-1.8
C#CCOc1ccc(/C=C2\NC(=O)N(CC(=O)Nc3cccc(C)c3)C2=O)cc1	0.0	0.4
CC(=O)c1c(C)[nH]n(-c2ccccc2)c1=O	3.5	-2.0
O=C(COc1ccc(Cl)cc1Cl)Nc1c2c(nn1-c1ccc(F)cc1)CS(=O)(=O)C2	9.0	0.8
O=C(CCN1CCN(c2nccc(C(F)(F)F)n2)CC1)N1CCCN(c2ccc(C(F)(F)F)cn2)CC1	.	-10.9
O=C(NCc1cccnc1)C1C2C=CC3(CN(Cc4ccccc4Cl)C(=O)C13)O2 (stereo unspecified)	-6.7	1.5
COC(=O)CCCn1cc(CN(C)C2CN(Cc3cn(CCCC(=O)OC)nn3)S(=O)(=O)C2)nn1 (stereo unspecified)	-5.2	-1.9
CC1CCc2c(sc3ncnc(SC(C)C(=O)O)c23)C1 (stereo unspecified)	-3.0	4.4
O=C(Nc1nccn(-c2ccc(Cl)cc2)c1=O)c1ccccn1	-1.4	-6.8
Cc1ccc(C(=O)Nc2ccc(Br)cc2)o1	-6.8	2.7
O=C(Nc1ccccc1)c1ccc(Cl)c(S(=O)(=O)Nc2ccc(Cl)cn2)c1	-3.0&2.4	-1.3&-0.6
CCOc1ccc(C=Nc2cccc([N+](=O)[O-])c2)cc1	25.0	-2.2
COc1ccc(CC(C)(O)CNC(=O)c2ccc(F)cc2Cl)cc1 (stereo unspecified)	-9.2	-2.2
CC(C)CCC[C@@H](C)[C@H]1CC[C@H]2[C@@H]3CCC4CC(O)CC[C@]4(C)[C@H]3CC[C@]12C (stereo partly specified)	-5.9	.
C=CCC1(O)CC(C)(C)NC(C)(C)C1	-0.1	.
Cc1nnc(C2CCCN(C(=O)c3ccc(Cn4ccnc4)cc3)C2)s1 (stereo unspecified)	-8.5	-5.9
N#Cc1cn(-c2cccc(C(F)(F)F)c2)c(=O)n(Cc2ccc(Cl)cc2)c1=O	.	4.3
O=C(NCC1CCCO1)c1cc2c(s1)CCN(C(=O)c1ccccc1)C2 (stereo unspecified)	-2.8	-1.5
COc1ccc(C2C3=C(Nc4ncnn42)c2cc(Cl)ccc2OC3c2cccc(OC)c2)cc1 (stereo unspecified)	17.0	-9.8
Cc1cccc(-c2ccc(C(=O)Nc3cccc(F)c3)cn2)c1	-7.3	-1.5
O=C(NC1CC1)C1CCCN(C(=O)c2ccc(F)cc2)C1 (stereo unspecified)	-8.3	-4.2
CCc1ccc(-n2cnc3cc(C(=O)O)ccc32)cc1	5.0	-3.2
CC[N+]1(CC(O)COc2ccc(C34CC5CC(CC(C5)C3)C4)cc2)CCCC1 (stereo unspecified)	28.1	-3.3
O=C(c1ccncc1)N1CCCC2(C1)Nc1ccccc1NC2=NCc1ccccc1 (stereo unspecified)	24.1	-0.4
O=S(=O)(c1ccc(F)cc1)N1CCC2(CC1)NCCN=C2NC1CCCCCC1	-7.6	-1.9
CC1CN(CC(O)COCc2ccc(Cl)cc2)CC(C)O1 (stereo unspecified)	3.9	-0.5
Cn1c(=O)n(Cc2cccc(C(F)(F)F)c2)c2cncnc21	-5.0	-3.0
COc1cc(NC(=O)c2ccccc2Br)c(OC)cc1Cl	-13.0	-2.4
O=C(NC1CC2CC1N(C(=O)c1ccncc1)C2)c1ccccc1 (stereo unspecified)	9.3	1.4
COc1ccc(CCNC(=O)C2c3ccccc3C(=O)N2C(C)c2ccccc2)cc1OC (stereo unspecified)	-6.0	-12.3
COc1ccc(NC(=O)c2ccc(N(Cc3ccccc3Cl)S(C)(=O)=O)cc2)cc1	2.5	3.5
CC(Cc1ccccc1)=NNC(=O)c1ccncc1	.	4.3
COc1ccc(CC(C)(O)CNC(=O)C2CC=CCC2)cc1 (stereo unspecified)	-2.4	-9.1
CCN(CC)CCCNC(=O)C1CC(c2cccc(OC)c2)=NO1 (stereo unspecified)	-6.2	-4.2
CC(C)CNC(=O)C1CCN(c2ncccc2-c2nc(-c3ccccc3)no2)CC1	-0.4	-2.2
CCOC(=O)CCC(=O)N1CCC(Cn2cnc3ccccc32)CC1	-18.1	-10.3
CCc1ccc(-c2nc(NC(C)=O)c3c(=O)oc4ccccc4c3n2)cc1	-4.0	-22.2
CCOc1ccc(S(=O)(=O)N2CCCC(C)(C(=O)NCc3ccccc3)C2)cc1 (stereo unspecified)	5.5	0.6
Cc1ccc2c(c1)N(c1ccc(Cl)cc1C)C=C(C#N)S2(=O)=O	-8.9	0.3
CCc1ccccc1NC(=O)N1CC(C)C(c2nc(-c3ccccc3)no2)C1 (stereo unspecified)	-7.1	-12.2
Cn1nc(-c2cccnc2)[nH]c1=O	.	-13.8
CSc1ncc(C(=O)O)c(N)n1	-3.1	.
CSC(=N)n1nc(SC)nc1N	.	-15.5
CC1=C(C(=O)Nc2ccc(F)c(F)c2)C(c2ccc(C(C)C)cc2)NC(=O)N1 (stereo unspecified)	14.0	-2.8
COc1ccc2[nH]c3c(N4CCCCC4)ncnc3c2c1	-5.0	0.0
Cc1ccc(NC(=O)Cn2c(N3CCCC3)nc(C)cc2=O)cc1	14.0	-1.3
COc1ccc(C=NNC(=S)NC2CC(C)CC(C)(C)C2)cc1OCc1ccccc1 (stereo unspecified)	.	-0.7&0.4
COc1ccc(C2C(C(=O)Nc3ccccn3)c3cc(OC)c(OC)cc3C(=O)N2C)cc1 (stereo unspecified)	-1.0	-1.8
O=C(Nc1ccc2c(c1)OCO2)Nc1ccc2c(c1)C(=O)N1CCCCC1CCO2 (stereo unspecified)	12.7	-2.4
O=C(c1cccc(F)c1F)N1CCN(c2ccc([N+](=O)[O-])cc2F)CC1	8.3	-1.9
CC(C)(C)OC(=O)N1CCC(C(=O)Nc2ccc(C(=O)N3CCOCC3)cc2)CC1	2.2	-8.3
Next compounds follow:
SMILES	mHTT-CaM PPI inh	Pf apPOL inh
CN(CCCOC(=O)c1cccs1)C1CN(Cc2cn(Cc3ccccc3Cl)nn2)S(=O)(=O)C1 (stereo unspecified)	17.4	-6.1
O=C(Nc1ccc2c(c1)OCCO2)c1nc(-c2cccc(F)c2)n2c1CCCCC2	1.4	1.0
CSc1nc2n(n1)C(c1cccs1)C(C(=O)Nc1ccc(C)cc1C)=C(C)N2 (stereo unspecified)	2.0	5.2
COc1ccc(N2CCN(C(CNC(=O)c3cccs3)c3ccco3)CC2)cc1 (stereo unspecified)	12.3	0.5
CC1=C(C(=O)NCCN2CCN(c3cccc(C)c3C)CC2)C2(CCCCCC2)OC1=O	4.8	0.1
Cc1ccsc1C(=O)Nc1cnc(-c2ccc(Cl)cc2)nc1	-11.8	0.1
O=C(O)CCn1cc(I)c(=O)[nH]c1=O	2.0&1.5	-1.3&-2.7
CCOC(=O)C(=O)N1CCC(Cn2c(COc3ccccc3)nc3ccccc32)CC1	1.5	-11.6
O=C(CN1C(=O)C(c2ccccc2)=NC12CCCCC2)Nc1ccc(F)c(F)c1	100.0*	-11.9
COc1ccc([N+](=O)[O-])cc1NCc1cc(F)ccc1F	-5.9	-2.9
COc1ccc(NC(=O)CCc2cccc3[nH]ccc23)cc1	2.7	-2.0
Clc1cc(Cl)c2c(c1)C=C1CCCCC1(N1CCOCC1)O2 (stereo unspecified)	-8.0	-1.9
CC1CCC2(CC1)NC(=O)N(CC(=O)NCCc1cccs1)C2=O (stereo unspecified)	0.4	-5.6
CC1CCCN(CC2CCN(S(=O)(=O)c3ccccc3)CC2)C1 (stereo unspecified)	3.3	1.5
CC1Cc2ccccc2N1C(=O)c1ccc(N2CCCCC2)c([N+](=O)[O-])c1 (stereo unspecified)	63.0*	1.4
O=C(NCc1ccc2c(c1)OCO2)c1ccc(-c2cccs2)nc1	-4.6	1.9
CCc1ccccc1NC(=O)c1ccc(F)c(S(=O)(=O)NC(C)CC)c1 (stereo unspecified)	1.0	-2.0
O=C(CSCc1cccc(Br)c1)NCc1ccccc1	-20.4	-8.1
COc1ccccc1-c1nc(C2CCN(C(=O)COc3ccccc3)CC2)no1	18.2	-6.8
CC(=O)c1cc(F)c(N2CCCC2)cc1C	3.8	-0.2
O=C(NCC1CCCO1)c1cnn2c(C(F)(F)F)cc(-c3ccc(Br)cc3)nc12 (stereo unspecified)	-3.0	-6.3
Oc1c(F)cccc1C=Nc1ccc2oc(-c3ccncc3)nc2c1	12.0	-4.1
CC(=O)NC1CCN(c2ccccc2C(=O)N2CCN(C3CCCC3)CC2)CC1	8.4	-1.8
COc1ccc(S(=O)(=O)N2CCN(S(C)(=O)=O)CC2)cc1	1.0	-0.1
N#CCCN(CCN1CCCC1)S(=O)(=O)c1cccc2nsnc12	3.4	-8.8
Cc1ccc(NC(=O)CN2CCC(c3nc(-c4cccs4)no3)CC2)cc1	-4.9	-5.1
O=C(C[n+]1ccc2ccccc2c1)c1ccc2c(c1)Cc1ccccc1-2	16.0	-0.8
COc1ccc(C2/C=C\CC(NC(=O)OCC3c4ccccc4-c4ccccc43)CC(=O)N2Cc2cccc(F)c2)cc1 (stereo unspecified)	3.8	-1.7
N#C/C(=C\c1cccs1)c1nc(-c2cccc([N+](=O)[O-])c2)cs1	20.3	-0.6
O=S(=O)(Nc1cccn2ncnc12)c1ccc(Cl)cc1	-7.8	3.1
CC1CCC2C(=O)N(c3ccc(NCCc4cccc(F)c4)c([N+](=O)[O-])c3)C(=O)C2C1 (stereo unspecified)	-1.0	-15.5
COc1ccc(CN2CCCN(Cc3ccc(OC)cc3)C2c2cccc(C)n2)cc1	.	-3.6
Cc1c(N=Cc2cc([N+](=O)[O-])ccc2N2CCCCC2)c(=O)n(-c2ccccc2)n1C	2.0	-0.1
COc1ccc(C(Nc2cccc(C)n2)c2ccc3ccc(C)nc3c2O)cc1C (stereo unspecified)	89.0*	-91.5
COc1nc(Nc2ccccc2-c2ccccc2)nc(OC)n1	2.0	-0.3
CC(C(=O)NC1CC1)C1CCN(S(=O)(=O)c2ccc(Cl)s2)CC1 (stereo unspecified)	-7.9	-4.5
CCOC(=O)CSc1nsc(SCC(=O)OCC)c1C#N	-14.7	.
O=C(Nc1ccc2c(c1)Cc1ccccc1-2)c1ccccc1Cl	-6.0	-2.1
Cc1ccc(-n2nc3c(c2NC(=O)c2cccc([N+](=O)[O-])c2C)CS(=O)(=O)C3)cc1	6.0	-3.3
CCOC(=O)c1ccc(CNC(=O)N2CCc3c(nc(-c4ccccc4)[nH]c3=O)C2)cc1	3.7	-3.4

Compounds above that have a thiophene ring, fused or not (eleven):
SMILES	mHTT-CaM PPI inh	Pf apPOL inh
CC1CCc2c(sc3ncnc(SC(C)C(=O)O)c23)C1 (stereo unspecified)	-3.0	4.4
O=C(NCC1CCCO1)c1cc2c(s1)CCN(C(=O)c1ccccc1)C2 (stereo unspecified)	-2.8	-1.5
CN(CCCOC(=O)c1cccs1)C1CN(Cc2cn(Cc3ccccc3Cl)nn2)S(=O)(=O)C1 (stereo unspecified)	17.4	-6.1
CSc1nc2n(n1)C(c1cccs1)C(C(=O)Nc1ccc(C)cc1C)=C(C)N2 (stereo unspecified)	2.0	5.2
COc1ccc(N2CCN(C(CNC(=O)c3cccs3)c3ccco3)CC2)cc1 (stereo unspecified)	12.3	0.5
Cc1ccsc1C(=O)Nc1cnc(-c2ccc(Cl)cc2)nc1	-11.8	0.1
CC1CCC2(CC1)NC(=O)N(CC(=O)NCCc1cccs1)C2=O (stereo unspecified)	0.4	-5.6
O=C(NCc1ccc2c(c1)OCO2)c1ccc(-c2cccs2)nc1	-4.6	1.9
Cc1ccc(NC(=O)CN2CCC(c3nc(-c4cccs4)no3)CC2)cc1	-4.9	-5.1
N#C/C(=C\c1cccs1)c1nc(-c2cccc([N+](=O)[O-])c2)cs1	20.3	-0.6
CC(C(=O)NC1CC1)C1CCN(S(=O)(=O)c2ccc(Cl)s2)CC1 (stereo unspecified)	-7.9	-4.5

Remaining list, next part
SMILES	mHTT-CaM PPI inh	Pf apPOL inh
O=c1ccc(-c2noc(-c3ccc(F)cc3)n2)c[nH]1	-5.0	4.1
Cc1onc(-c2c(Cl)cccc2Cl)c1C(=O)Oc1ccc(CC#N)cc1	.	-4.5
OC(CN1CCC(Cc2ccc(F)cc2)CC1)c1ccc(Cl)cc1 (stereo unspecified)	.	-4.3
CCCCC(=O)Nc1ccc(NC(=O)c2cccs2)cc1OC	3.1	2.3
COc1ccccc1NC(=O)NC1CCCC(OC(=O)Nc2ccc(F)cc2)C1 (stereo unspecified)	-6.9	-2.5
COc1cccc(-c2noc(C3CCCN3C(=O)Nc3ccccc3C(F)(F)F)n2)c1 (stereo unspecified)	-8.8	-0.3
O=C(CS(=O)(=O)Cc1ccccc1)Nc1nc(-c2ccccn2)cs1	87.4*	-73.7
CC(C)N1C(=O)C(C)(C(=O)NCc2cccc(Br)c2)Oc2cccnc21 (stereo unspecified)	-8.7	-0.3
CCc1cc(C2CCCN2C(=O)Nc2ccccc2C)on1 (stereo unspecified)	0.9	-4.0
CSc1ccccc1CN1CCC(CNC(=O)c2cccc(N(C)C)c2)CC1	10.4	-4.7
Cc1ccc(NS(=O)(=O)c2cc3c(s2)CCN(C(=O)C2CCC2)C3)c(C)c1	6.1	-1.4
CC1(C)C2CCC1(C)C(OCC(O)CN1CCN(Cc3ccc4c(c3)OCO4)CC1)C2 (stereo unspecified)	34.0	3.8
N#C/C(=C\c1ccc(Sc2nc3ccccc3[nH]2)o1)c1nc2ccccc2[nH]1	100.3*	-5.9
CC(C)c1ccc(S(=O)(=O)N2CCN(C)c3ccccc32)cc1	41.0	2.0
